Assay outcomes deposited in PubChem BioAssay by several laboratories.
NTR1 agonist = NTR1-driven beta-arrestin-GFP spot formation – imaging, U2OS cells, high content, primary screen (AID 493036) | activation, % at 20 µM | 330,000 compounds, 0.17% hits | P30989 | agonist mode;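 active means activation at or above 40% of the spot to cytoplasm intensity ratio, with at least 20 cells analyzed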;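 further: 0% = DMSO without peptide and 100% = 100 nM NTR1 peptide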
Target sequence (P30989 whole entry, looked up): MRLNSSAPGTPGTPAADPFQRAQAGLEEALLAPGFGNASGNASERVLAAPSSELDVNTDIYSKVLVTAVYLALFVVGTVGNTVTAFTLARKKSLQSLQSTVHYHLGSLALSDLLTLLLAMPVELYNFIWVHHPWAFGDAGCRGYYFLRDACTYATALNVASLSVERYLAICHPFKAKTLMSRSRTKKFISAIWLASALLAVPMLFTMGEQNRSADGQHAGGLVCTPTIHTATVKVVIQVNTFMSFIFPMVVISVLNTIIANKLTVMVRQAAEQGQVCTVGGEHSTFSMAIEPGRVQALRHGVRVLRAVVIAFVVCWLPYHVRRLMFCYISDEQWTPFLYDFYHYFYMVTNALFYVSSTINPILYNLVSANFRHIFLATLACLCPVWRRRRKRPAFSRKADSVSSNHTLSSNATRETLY
Yfh1-depleted yeast = mitochondrial function rescue without frataxin homolog – Friedreich's ataxia, plus single-dose screen, dose response (AID 1465); S. cerevisiae Yfh1-off respiration, WST-1 reduction, 72 h; higher fold induction means a stronger effect; fold induction at 50 µM, or EC50 in µM where a hit was titrated; 220,000 compounds, 0.074% hits;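 active means fold induction of absorbance versus untreated yeast above a set limit, then at least 30% activation at any dose in follow-up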;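 further: activators that raise dye reduction in frataxin-depleted yeast; strong numbers were not always called active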
GPR55 activation = selective activators of receptor GPR55 – imaging, U2OS cells, beta-arrestin-GFP redistribution, primary screen (AID 1961). U2OS GPR55 beta-arrestin-GFP redistribution imaging; higher % means a stronger effect. activation, % at 10 µM, or EC50 in µM where a hit was titrated. 290,000 compounds, 0.048% hits;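 active means activation above 40% with more than 50 cells counted in the well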;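 further: U2OS osteosarcoma cells stably expressing GPR55 and beta-arrestin-GFP; plate controls were DMSO negative control for no effect and LPI positive control for full effect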
Dengue-2 NS5 capping = flavivirus cap methylation enzyme inhibition – biochemical, confirmation dose response, primary screen (AID 588689). 340,000 compounds, 0.3% hits. inhibition, % at 25 µM; hits with a dose series show IC50 in µM. Dengue-2 NS5 methyltransferase capping enzyme assay, biochemical; higher % means a stronger effect; in the data active means a potency from the dose series
Large T inhibition = TAg ATPase/helicase activity blockers – biochemical (AID 1903); SV40 large T antigen ATPase/helicase inhibition assay; higher % means a stronger effect; inhibition, % at 20 µM; hits with a dose series show IC50 in µM; 310,000 compounds, 0.39% hits; in the data active means a potency from the dose series; further: strong numbers were not always called active
AID2073 = inhibitors of Mint1-CaV2.2 protein interaction, biochemical, HTRF (AID 2073); 290,000 compounds, 0.19% hits; one-dose inhibition, % at 20 µM; IC50 in µM for titrated hits; HTRF protein-protein interaction, Mint1-CaV2.2; higher % means a stronger effect; in the data active means inhibition mostly above about 51%, no sharp cut-off; further: some results filed as inactive read as strong as hits
MgcRacGAP inhibition = MgcRacGAP GTPase-activating activity inhibitors, confirmation, biochemical, ADP Hunter fluorescence; inhibition, % at 30 µM, or IC50 in µM where a hit was titrated; AID 624330; 340,000 compounds, 0.6% hits; MgcRacGAP-stimulated Rac1 GTP hydrolysis, ADP Hunter fluorescence; higher % means a stronger effect; GST-tagged Rac1 F28L mutant substrate;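 active means first-screen hits whose inhibition reached a set limit at any dose in the follow-up dose series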;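 further: fluorescence reports GDP produced by GAP-driven GTP hydrolysis; strong numbers were not always called active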
GPR35 antagonists = inhibition of zaprinast-stimulated GPR35 beta-arrestin translocation – imaging, U2OS, beta-arrestin-GFP, zaprinast agonist, primary screen (AID 2058); U2OS GPR35 beta-arrestin-GFP translocation imaging, zaprinast antagonism; higher % means a stronger effect; one-dose inhibition, % at 10 µM; IC50 in µM for titrated hits; 290,000 compounds, 0.052% hits;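 active means inhibition of at least 50% with at least 30 cells and total cytoplasm GFP at most 10,000,000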
GPR55 LPI antagonism = GPR55 antagonists blocking LPI-driven arrestin recruitment, primary screen, imaging, U2OS, beta-arrestin-GFP, LPI agonist (AID 2013) | U2OS GPR55 beta-arrestin-GFP translocation imaging, LPI antagonism; higher % means a stronger effect | 290,000 compounds, 0.13% hits | inhibition, % at 10 µM; hits with a dose series show IC50 in µM;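 active means spots per cell inhibited over 60%, with over 100 cells counted and total cytoplasm intensity under 500,000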;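 further: U2OS cells stably carrying GPR55 and arrestin-GFP stimulated by 5 µM LPI near EC80; imaged beta-arrestin-GFP aggregate spots per cell after agonist stimulation; plate controls were LPI-stimulated DMSO wells for no effect and DMSO wells without LPI for full effect; some results filed as inactive read as strong as hits; confirmed hits need IC50 under 10 µM and bright autofluorescent wells are also inconclusive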
NTR1 agonist cell count 20 µM = second read-out of NTR1 agonist, no call of its own (marks repeat the call); cell count; measured here: cell count, cytotoxicity flag
Dengue-2 NS5 capping pilot replicate = also measured in Dengue-2 NS5 capping; calls as there; inhibition, %; measured here: pilot screen replicate inhibition
Active calls of the source: *; i = inactive; nt = no result given.

SMILES	NTR1 agonist	NTR1 agonist cell count 20 µM	Yfh1-depleted yeast	GPR55 activation	Dengue-2 NS5 capping	Large T inhibition	AID2073	MgcRacGAP inhibition	GPR35 antagonists	GPR55 LPI antagonism	others
O=C(CNC(=O)C1CCCCC1)NCc1ccco1	0.5	50	nt	0.2%	0.0%	24.1%	-3.8%	4.4%	-1.3%	-10.2%
Cc1cc(C)n(-c2nc3ccccc3c(=O)n2OCCOc2ccccc2)n1	-0.5	47	i	0.9%	-1.4%	4.7%	-0.9%	5.3%	0.4%	-17.2%
Cc1cc(C)c(OCCCCCNCCO)c(C)c1	1.7	55	i	-0.1%	-0.7%	3.1%	0.0%	5.9%	-10.8%	17.8%
Cc1cccc(NC(=O)c2ccc3ccccc3n2)c1C	-2.5	90	i	-0.3%	-2.4%	1.0%	-4.3%	5.1%	15.1%	17.2%
CCC(C)NC(=O)NC(=O)CSc1nnc(-c2ccccc2F)n1C1CC1 (stereo unspecified)	-0.8	53	nt	-0.2%	-6.5%	6.5%	-18.0%	7.2%	-0.2%	2.8%
COC(=O)c1c(-c2ccccc2)csc1N1C(=O)Nc2ccccc2N1O	0.7	76	i	-0.1%	1.8%	5.1%	1.1%	-0.2%	-8.2%	4.4%
CC(=O)NCCNC(=O)CNC(=O)c1ccc(Cl)cc1	1.5	68	i	0.5%	-2.2%	7.1%	6.8%	1.1%	12.8%	5.0%
O=C(Nc1ccc(Cl)cc1)C(c1ccccc1)N1CCOCC1 (stereo unspecified)	-2.8	80	i	-0.1%	3.6%	6.5%	2.7%	2.0%	22.3%	-9.7%
Cc1ccccc1C(=O)NCC(=O)NNC(=S)NC(=O)c1ccccc1	0.3	70	i	-0.3%	1.1%	15.3%	-1.3%	10.2%	-3.8%	7.5%
CC(Sc1cccc[n+]1[O-])c1ccccc1 (stereo unspecified)	-0.4	58	nt	0.4%	nt	-0.5%	3.9%	5.2%	-8.2%	-24.4%
CCCCN(CC)CCCNC(=O)c1cc2c(=O)n(C)c3ccccc3c2n1C	-0.6	61	i	0.4%	-2.2%	2.7%	5.0%	20.1%	5.6%	-0.1%
C=CCOc1ccccc1CN1CCCN(C)CC1	0.9	50	nt	-0.2%	-4.6%	4.5%	21.2%	178µM*	-9.1%	-4.0%	Dengue-2 NS5 capping pilot replicate=4.3
O=C(Cc1c[nH]c2ccccc12)OCC(=O)c1ccccc1	-1.5	40	i	-0.1%	0.5%	3.9%	3.6%	9.6%	0.6%	18.3%
O=C(Nc1ccccc1N1CCCC1)C1CCN(C(=O)c2ccc(F)cc2)CC1	0.1	63	nt	nt	2.2%	25.6%	nt	2.4%	nt	nt
CCn1c(C)nc2cc(C(=O)NNS(=O)(=O)c3c(F)cc(F)c(Cl)c3F)ccc21	2.9	61	i	-0.3%	0.0%	23.5%	2.2%	8.1%	-16.6%	1.0%
N#C/C(=C/c1ccc(N2CCOCC2)o1)C(=O)NC1CCCCC1	-1.3	54	>100µM*	-0.2%	-131.5%	33.1%	27.4%	-3.8%	9.2%	2.8%
CS(=O)(=O)c1nc(S(=O)(=O)c2ccc(Cl)cc2)c(NCc2ccccn2)s1	-0.8	45	i	-0.1%	-7.0%	5.3%	4.9%	2.5%	-3.4%	-10.4%
COc1cccc(-n2cc(CNCc3cn(C)nc3-c3ccccc3F)cn2)c1	2.4	60	i	0.4%	-10.6%	-1.9%	-5.9%	-2.1%	-12.5%	-3.1%
O=C(CCCCCN1C(=O)[C@@H]2Cc3ccccc3CN2C1=O)Nc1ccccc1F	-1.2	56	nt	-0.1%	-8.8%	-10.9%	5.9%	5.0%	19.0%	-3.9%
COc1ccc(Cl)cc1N(CC(=O)Nc1ccccc1C(=O)N1CCCC1)S(C)(=O)=O	3.1	57	nt	-0.2%	-2.4%	4.4%	7.1%	7.0%	-19.4%	4.9%
O=C(CN1C2CCCC1CC(NC(=O)c1ccccc1)C2)Nc1ccccc1 (stereo unspecified)	-0.2	54	nt	-0.2%	-2.4%	-14.7%	8.3%	6.5%	1.0%	-6.6%
Cc1nn(C(=O)c2ccco2)c(C)c1Sc1ccc(Cl)cc1	-1.3	71	i	0.3%	0.3%	21.9%	5.1%	1.6%	15.8%	-4.3%
COc1ccc(Cl)cc1NC(=O)C[n+]1cccc(C)c1	0.1	46	nt	0.0%	-2.6%	-13.4%	7.8%	9.5%	-14.6%	-1.0%
Cc1ccc(S(=O)(=O)N2CCC(C(=O)NC3CC(C)(C)NC(C)(C)C3)CC2)cc1	1.6	70	nt	-0.1%	-5.3%	18.7%	11.5%	3.4%	-10.7%	14.6%
CC(C)=CCC/C(C)=C/C=N/NC(=O)c1ccccc1[N+](=O)[O-]	0.6	80	i	-0.1%	-3.2%	-4.0%	11.8%	-6.6%	-6.6%	18.3%
CN(Cc1ccco1)C(=O)c1ccc(N2CCCC2=O)cc1	-2.3	82	i	-0.1%	4.4%	6.2%	1.0%	-1.1%	7.3%	8.2%
COCCNC(=O)C(=O)NCC1OCCN1S(=O)(=O)c1ccc(C)cc1 (stereo unspecified)	1.8	58	nt	0.7%	0.0%	22.8%	8.4%	7.8%	10.2%	5.7%
COc1ccc(Cl)cc1NC(=O)COC(=O)C(CC(C)C)N1C(=O)C2CC=CCC2C1=O (stereo unspecified)	2.8	39	i	0.3%	-6.9%	-0.6%	9.7%	5.4%	1.1%	0.0%
C#CCOCCOCCOCCNc1nc(N2CCN(C(=O)CCCCCCCCCCNC(=O)[C@@H](CCSC)n3cc(CCO)nn3)CC2)nc(N2CCN(C(=O)CCCCCCCCCCNC(=O)[C@@H]([C@H](C)O)n3cc(C)nn3)CC2)n1	1.5	53	nt	nt	-1.6%	15.0%	nt	8.3%	nt	nt
CCOc1ccc(S(=O)(=O)N2CCC(C(=O)N3CCN(c4ccccc4)CC3)CC2)cc1	0.6	51	nt	-0.2%	11.8%	-9.9%	6.7%	3.3%	10.2%	-4.0%
COc1ccc(CNC(=O)CCN2C(=O)c3ccncc3C2=O)cc1OC	1.1	71	i	0.0%	-4.0%	14.8%	-1.6%	-0.3%	3.7%	-6.4%
CCn1c(Cc2ccc(OC)cc2)nnc1SCC(=O)N1CCN(c2ccccc2)CC1	0.4	82	nt	-0.1%	-5.7%	2.1%	-2.3%	5.4%	-1.4%	-1.0%
CNc1nc(N)c([N+](=O)[O-])c(NCCO)n1	-1.0	50	i	-0.3%	0.7%	8.5%	-4.1%	9.2%	-12.9%	-1.6%
Cc1cccc(Nc2nc(N)nc(CSC(=S)N3CCOCC3)n2)c1	1.5	46	i	-0.2%	2.9%	15.2%	4.5%	-4.2%	1.1%	-1.2%
c1cn2c(Nc3ccc4c(c3)OCCO4)c(-c3ccc(N4CCOCC4)cc3)nc2cn1	-0.9	48	i	0.0%	0.0%	29.1%	2.6%	9.3%	-2.7%	4.1%
CCCc1cc(=O)oc2c(C)c(OCC(=O)NC3CCN(Cc4ccccc4)CC3)ccc12	0.3	69	nt	-0.2%	-0.9%	3.9%	8.7%	8.2%	-0.2%	1.3%
O=C1c2c(Br)c(Br)c(Br)c(Br)c2C(=O)N1c1ccccn1	9.1	65	nt	0.2%	10.5%	6.3%	18.1%	6.6%	4.2%	-0.9%	Dengue-2 NS5 capping pilot replicate=-2.1
O=[N+]([O-])c1ccc(O)c(N=Cc2sc3ccccc3c2O)c1	nt	nt	i	1.1%	25.6%	22.7%	-13.6%	27.9%	-17.8%	-5.1%
COc1ccc(CNC(=O)CCSc2ccc(F)cc2)cc1OC	0.2	45	i	0.1%	-4.7%	0.0%	3.9%	2.6%	4.4%	2.2%
Cc1cccc(C)c1NC(=O)CN(C)C(=O)CSCc1c(C)noc1C	1.9	70	nt	nt	-6.7%	8.1%	nt	5.2%	nt	nt
O=C(OCc1nnc(-c2ccc(Cl)cc2)o1)c1ccncc1	2.0	87	i	-0.1%	-2.2%	12.2%	7.7%	-4.0%	16.6%	1.0%
Cc1nnc(N2C(=O)C(O)=C(C(=O)c3ccco3)C2c2ccc(F)cc2)s1 (stereo unspecified)	-2.2	61	i	0.9%	6.7%	-1.0%	-2.7%	-0.9%	4.4%	4.5%
CCOc1ccccc1Nc1ccnc2cc(Cl)ccc12	4.7	41	i	0.0%	-7.4%	4.5%	3.6%	3.6%	11.8%	-5.8%
COC(=O)Cc1ccc(NC(=O)c2ccc(NC(=O)c3ccco3)cc2)cc1	0.0	48	i	0.2%	2.2%	2.7%	21.4%	5.5%	3.6%	7.0%
O=C(NC(=S)NCC1COc2ccccc2O1)c1ccccc1 (stereo unspecified)	7.7	56	i	0.1%	-10.8%	1.5%	-6.9%	7.3%	-2.1%	10.8%
COc1ccc(S(=O)(=O)N2CCCC(C(=O)NCc3cccnc3)C2)cc1 (stereo unspecified)	-1.3	40	nt	0.0%	3.7%	2.4%	4.0%	5.8%	1.2%	-4.0%
CCC[N+](CC#Cc1ccccc1)(CCC)CC(=O)OC	2.5	50	i	-0.4%	-9.0%	6.0%	0.5%	2.6%	-10.1%	11.4%
CC(C)N(O)C(=O)NC(C)(C)C	0.4	57	i	-0.1%	0.0%	1.9%	2.6%	9.4%	23.9%	-0.5%
COc1ccc(Nc2ccc([N+](=O)[O-])cn2)cn1	1.0	66	nt	1.1%	24.4%	5.5%	0.2%	-13.0%	1.3%	-6.0%
O=C(O)CCN=C1CCc2ccccc2N1	1.1	76	nt	-0.1%	nt	10.8%	16.8%	nt	-7.8%	1.6%
O=C(CS(=O)(=O)c1ccccc1)N1CCCCCC1	0.0	55	i	0.2%	-7.4%	0.1%	-3.9%	5.3%	6.9%	9.8%
OCCCNC(=S)Nc1ccc(Nc2ccccc2)cc1	1.4	76	i	-0.2%	-4.1%	34.9%	-21.3%	88µM*	-1.7%	-9.7%
CC(=O)c1ccc(NC(=O)Nc2cccc(Cl)c2)cc1	5.8	41	i	-0.1%	-13.5%	8.5%	16.9%	16.0%	-7.1%	7.3%
O=c1c2ccccc2c(C=NCCCN2CCOCC2)c(O)n1Cc1ccc2c(c1)OCO2	-1.4	44	i	0.5%	-2.2%	11.2%	6.2%	5.1%	4.4%	7.9%
O=C(/C=C/c1ccco1)NC(=S)Nc1ccccn1	2.8	60	i	0.0%	-3.1%	23.6%	-20.3%	15.3%	-8.2%	6.8%
